All columns: NCI-60 one-dose screen, growth in % after 48 h at 10 µM unless noted; 100 = growth as untreated, 0 = no growth, -100 = all killed.
MALME-3M – MALME-3M melanoma | AID 1794766 | 78,000 tested, 5.8% active
MCF7 – MCF7 breast cancer | 82,000 tested, 6.3% active
MDA-MB-231 – MDA-MB-231 breast cancer; 81,000 tested, 5% active; AID 1794789
T-47D – T-47D breast cancer. 79,000 tested, 5% active
BT-549 – BT-549 breast cancer | 78,000 tested, 4.4% active
HS 578T – HS 578T breast cancer; 78,000 tested, 4.1% active; AID 1794788
LOX IMVI – LOX IMVI melanoma; 79,000 tested, 7.4% active
SK-MEL-2 – SK-MEL-2 melanoma; AID 1794763; 77,000 tested, 4.7% active
* hit, by the source's call; . = no result given; & = joins results of further samples. The calls were made as follows: active = growth percent below 10; inactive = the rest.

SMILES | MALME-3M | MCF7 | MDA-MB-231 | T-47D | BT-549 | HS 578T | LOX IMVI | SK-MEL-2
CC(C)OC(=O)CC(=O)OC(C)C | 97 | 93 | 88 | 100 | 105 | 102 | 94 | 98
COc1ccc(/C=C(\c2cc(OC)c(OC)c(OC)c2)c2nnc(-c3ccc(Br)cc3)o2)cc1 | . | 97 | 111 | 75 | . | 87 | . | 93
COc1ccc(C2C=C(c3ccc(OC)c(OC)c3)N=C3SC=CN32)c(Br)c1 (stereo unspecified) | 89 | 13 | 78 | 55 | 62 | 90 | 23 | 104
Cc1ccccc1NC(=O)Nc1ccccc1C | 106 | 104 | 117 | 104 | . | 113 | 104 | .
CC(=O)O[C@@H](C)[C@@H]1O[C@@H]2CC(=O)O[C@@H]2[C@H]1O | 106 | 94 | 115 | 97 | 106 | 107 | 100 | 99
c1ccc(Nc2nnc(-c3ccccc3)c3c(-c4ccccc4)onc23)cc1 | 95 | 63 | 77 | 72 | 76 | 71 | 59 | 69
C=C(CN1CC=CCC1)[C@@H]1CC[C@]2(C(=O)OC)CC[C@]3(C)[C@H](CC[C@@H]4[C@@]5(C)CC[C@H](OC(C)=O)C(C)(C)[C@@H]5CC[C@]43C)[C@@H]12 | 93 | 88 | 99 | . | 86 | 109 | 100 | 103
NC(C(=O)O)C(O)c1cccc(OCc2ccccc2)c1 (stereo unspecified) | 70 | 93 | 87 | 95 | 99 | 88 | 97 | .
COc1ccc2c(c1OC)O/C(=C\c1ncc([N+](=O)[O-])n1C)C2=O | -69* | 29 | -21* | 95 | -41* | 46 | 0.9* | -59*
O=C(c1ccccc1)c1c(Nc2ccccc2)n[nH]c1-c1ccccc1 | 85 | 78 | 83 | 60 | 70 | 93 | 98 | 80
O=C1CC2CCC1C2 (stereo unspecified) | . | 95 | 105 | 91 | 97 | 106 | 96 | 97
Cc1ccc(S(=O)(=O)NN)cc1 | 122 | 94 | 95 | 118 | 102 | 99 | 109 | 112
NC(N)=Nc1ccc(Oc2cccc(NC(N)=Nc3ccc(Cl)c(C(F)(F)F)c3)c2)cn1 | 58 | 20 | 44 | 33 | 60 | 33 | -60* | 60
NS(=O)(=O)c1cc(C(=O)O)c(NCc2ccco2)cc1Cl | 90 | 107 | 100 | 113 | 106 | 115 | 105 | 114
COc1ccc(Cn2c(Br)c3c(c2-c2cc(OC)c(OC)c(OC)c2)CCc2sc(NC(=O)c4ccc(OC)cc4)nc2-3)cc1 | 86 | 91 | 87 | 77 | 96 | 84 | 92 | 97
O=[N+]([O-])c1ccc(NC(c2ccc(OC(F)F)c(OCC3CC3)c2)c2nnnn2C2CCCCC2)cc1 (stereo unspecified) | 107 | 79 | 85 | 70 | 86 | 87 | 49 | 75
CC(=O)OCC1(C)OC(=O)N(Cc2ccc(F)cc2)C1=O (stereo unspecified) | 109 | 94 | 102 | 97 | 103 | 107 | 100 | 100
CC1(O)CCCC1(C)O (stereo unspecified) | 91 | 86 | . | 115 | 101 | 92 | 102 | 109
O=C(Nc1ccc(-n2ccc3c(NC(=O)c4ccccc4)ncnc32)cc1)c1cccc(C(F)(F)F)c1 | 77 | 36 | 52 | 58 | 52 | . | 3.5* | 86
COc1ccc(/C=N/NC(=O)c2cnn3c2NC(c2ccccc2)C3)cc1Oc1ccccc1 (stereo unspecified) | 97 | 74 | 71 | 41 | 83 | 78 | 81 | 82
O=C1CC(NCCc2c[nH]c3ccccc23)C(=O)N1c1ccc2c(c1)OCCO2 (stereo unspecified) | 111 | 89 | 117 | 104 | 105 | 97 | 106 | 133
CCOC(=O)C1C(C)=CC(=O)CC1C (stereo unspecified) | 96 | 93 | 104 | 103 | 101 | 95 | 103 | 97
CCN(CCCCCCCCCCN1CC(=O)N(CCCCCCCCCCN(CC)Cc2ccccc2OC)CC1=O)Cc1ccccc1OC | -84* | -89* | -66* | -67* | -51* | . | -87* | -61*
C[C@]12CCC(=O)C=C1CC[C@@H]1[C@@H]2[C@@H](O)C[C@@]2(C)[C@H]1CC[C@@]21OCC1=O | . | 96 | 104 | 107 | 92 | 102 | 96 | 102
N#CC1(O)CCCCC1 | 104 | . | 118 | 103 | 94 | . | 92 | .
Cc1ccc(NC(=O)CSC(N)=O)cc1 | 129 | 101 | 96 | 141 | 116 | 115 | 87 | 92
CN1C(=O)N(C)C2Nn3c(s/c(=C\c4c[nH]c5ccccc45)c3=O)=NC21 (stereo unspecified) | 91 | 94 | 96 | 101 | 110 | 104 | 96 | 107
Clc1ccc2c(c1)N(C1CCCN(Cc3ccccc3)C1)c1ccccc1S2 (stereo unspecified) | 78 | 18 | 52 | 69 | 61 | 14 | 57 | 17
CCCCCCCCCCCCNC1=C(Cl)C(=O)c2ccccc2C1=O | 104 | 91 | 90 | 108 | 95 | 103 | 110 | 94
CCOC(=O)c1noc2c1CCc1c-2cn(Cc2ccc(OC)cc2)c1-c1ccccc1 | 85 | 72 | 104 | 63 | 79 | 75 | 82 | 66
CCCCCCCCc1ccc(C(=O)Nc2ccc(C)cc2C(=O)O)cc1 | 92 | 85 | 97 | 94 | 104 | 105 | 90 | 95
CC(C)C[C@H](NC(=O)CNC(=O)C[C@H]1O[C@@H]2OC3(C)CC[C@H]4[C@H](C)CC[C@@H]([C@H]1C)[C@@]24O3)B(O)O | -72* | 20 | -81* | -31* | -87* | -5.0* | -84* | -62*
COc1ccc(-c2nc(SC(C)C)nc(Oc3ccc(/C=C4/SC(=O)NC4=O)cc3)c2C#N)cc1 | 103 | 84 | 99 | 78 | . | 97 | 86 | 86
COc1ccc(-c2nc3ccc(-c4nc5ccc(N6CCN(c7ccncc7)CC6)cc5[nH]4)cc3[nH]2)cc1OC | -25* | 12 | 63 | 6.9* | 39 | 44 | 17 | -17*
Brc1ccc(-c2nn(-c3ccccc3)cc2-c2nn[nH]n2)s1 | 103 | 87 | 87 | 90 | 93 | 90 | 91 | 96
CC(C)(C)NCC(O)c1cc(O)cc(O)c1 (stereo unspecified) | 104 | 111 | 88 | . | 90 | 116 | 100 | 127
Cc1c(-c2ccccc2)n[nH]c1-c1[nH]nc(-c2ccccc2)c1C | 93 | 101 | . | . | 109 | 97 | 81 | 110
O=c1oc2ccccc2cc1-c1csc(N2N=C(c3ccccc3)CC2c2ccc(N3CCOCC3)cc2)n1 (stereo unspecified) | 116 | 87 | 90 | 92 | 118 | 105 | 87 | 101
N#C/C(=C\c1ccc(-c2ccc(Cl)cc2)o1)c1ccccc1 | 65 | 54 | 48 | 46 | 71 | 63 | 73 | 91
Cc1cc(Cl)c(Cl)cc1Cl | . | 96 | 111 | 117 | 100 | 96 | 109 | 133
NC(C(=O)O)C(O)c1ccc(OCc2ccccc2)c(OCc2ccccc2)c1 (stereo unspecified) | 114 | 87 | . | 88 | 95 | 93 | 99 | 104
COc1ccc(-c2cc(C(=O)N3CCC(Cc4ccccc4)CC3)nn2-c2ccc(S(C)(=O)=O)cc2)cc1OC | 102 | 78 | . | 74 | 99 | . | . | 107
O=C1NN(CCO)C(=S)Nc2ccccc21 | 128 | 98 | 100 | 95 | 109 | 107 | 90 | .
COc1cc(C(=O)/C=C/c2c[nH]c3ccccc23)cc(OC)c1OC | 52 | 12 | 13 | 63 | -9.3* | 50 | 14 | 19
COc1ccc(C(=O)c2cc(OC)c(OC)c(OC)c2)cc1OC(=O)C(Cl)(Cl)Cl | 75 | 9.8* | 29 | 63 | -0.1* | 39 | 15 | 30
O=C(Nc1cccc(Cl)c1)Oc1c(Cl)c(Cl)c(OC(=O)Nc2cccc(Cl)c2)c(Cl)c1Cl | 119 | 83 | 90 | 92 | 98 | 103 | 101 | 104
CC/C=C\C[C@H]1C/C=C2/C(=O)C(Cl)=C[C@@H]2C/C=C\CCCC(=O)O1 | -43* | -40* | -13* | -16* | -75* | 18 | -91* | -44*
COc1cc(/C=N/n2c(C)nc3c(c(C)nn3-c3ccccc3)c2=O)ccc1O | 101 | 89 | 100 | 87 | 106 | 104 | 94 | 101
CCOC(=O)CNS(=O)(=O)CC(=O)c1ccccc1 | 83 | . | 97 | 92 | 86 | 124 | 104 | 128
COc1cc(OCc2cccc(Br)c2C)cc(OC)c1C=O | 114 | 64 | 95 | 38 | 71 | 89 | 90 | 88
CC1CCC(C(C)(C)[N+](C)(C)C)CC1 (stereo unspecified) | 96 | 94 | 103 | 99 | 93 | 100 | 102 | 114
COc1ccc(-c2nc3ccc(-c4nnc(SCC(=O)Nc5ccc(C(=O)/C=C/c6ccc(Cl)cc6)cc5)o4)cc3[nH]2)cc1 | 96 | 78 | 95 | 93 | 98 | 91 | -30* | 111
CC(C)=CC(N)=O | 99 | 90 | 103 | 95 | 107 | 106 | 100 | 106
Nc1nc(-c2cc3ccccc3c(=O)o2)cs1 | 113 | 92 | 101 | 78 | 98 | 103 | 106 | 100
C=CCOC(=O)CCCCCC1CCCCC1 | 98 | 94 | 100 | 100 | 100 | 114 | 93 | 101
O=C(CCCC(=O)c1ccccc1)c1ccccc1 | 101 | 96 | 103 | 97 | 99 | 96 | 90 | 96
O=c1oc2ccccc2cc1-c1cc(-c2ccc(O)cc2)cc(-c2cc3ccccc3oc2=O)n1 | 90 | 63 | 96 | 92 | 109 | 100 | 100 | 113
CC1(C)CC(=O)C2=C(C1)N(c1ccc(OC(F)(F)F)cc1)C(N)=C(C#N)C2c1ccc(Br)s1 (stereo unspecified) | 81 | 84 | 89 | 70 | 91 | 89 | 95 | 97
CC(C)=C1CCC(C)C/C1=N\N=C(N)N (stereo unspecified) | 100 | 92 | 113 | 97 | 107 | 105 | 94 | 102
CN(C)c1nc(-c2cccs2)n2nc(-c3cccs3)cc2n1 | 119 | 37 | 76 | 55 | 104 | 107 | 88 | 100

(next part)
SMILES | MALME-3M | MCF7 | MDA-MB-231 | T-47D | BT-549 | HS 578T | LOX IMVI | SK-MEL-2
COc1ccc(-c2cc(=O)c3c(CC(=O)O)cc(O)cc3o2)cc1 | 115 | 104 | 104 | 102 | 105 | 108 | 106 | 113
O=c1oc2c(cc1-c1ccccc1)c[n+]([O-])c1ccccc21 | 98 | 91 | 92 | 91 | 96 | 100 | 101 | 109
CCOC(=O)/C=c1\sc2n(c1=O)C1C(NN=2)N(CC)C(=O)N1c1ccccc1 (stereo unspecified) | 105 | 98 | 113 | 104 | 101 | 99 | . | 118
Brc1ccc(Nc2nnc(-c3c[nH]c4ccccc34)o2)cc1 | 88 | 83 | 89 | 93 | 94 | 103 | 86 | 97
c1ccc2c(c1)CCCC2c1cc2ccccc2s1 (stereo unspecified) | 86 | 104 | 83 | 89 | 103 | 96 | 90 | 106
COC1=C[C@@]23CCC(=O)N2CCc2cc4c(cc2[C@H]3[C@H]1OC(=O)[C@H](C)O)OCO4 | 95 | 104 | 100 | 99 | 116 | 99 | 100 | 110
COc1ccc2c(c1)c(C#N)cc[n+]2C | 91 | 93 | 103 | 97 | 102 | 112 | 93 | 125
COc1ccc(/C=N/NC(=O)c2cnn(CC(O)c3ccccc3)c2N)cc1OC (stereo unspecified) | 111 | 105 | 93 | 81 | 94 | 85 | 98 | 108
COc1ccc(C(=O)/C=C/c2ccc3c(c2)OCO3)cc1 | 78 | 94 | 88 | 80 | 94 | 89 | 94 | 111
CSc1nccc(=S)[nH]1 | 97 | 95 | 112 | 102 | 98 | 101 | 105 | 95
O=C(Nc1ccncn1)c1noc2ccccc12 | 104 | 87 | 100 | 90 | 109 | 99 | 100 | 106
CCN(CC)c1ccc2cc(C(=O)c3cccs3)c(=O)oc2c1 | 68&103 | 60&91 | 59&92 | 51&108 | 49&95 | 66&105 | 96 | 84
COc1cc2oc(-c3cccc(C(=O)Nc4ccc(Br)cc4)c3)cc(=O)c2c(OC)c1OC | 81 | 78 | 31 | 36 | 46 | 65 | -21* | 71

Not a retest: 13 of the compounds above.
SMILES | MALME-3M | MCF7 | MDA-MB-231 | T-47D | BT-549 | HS 578T | LOX IMVI | SK-MEL-2
COc1ccc(-c2cc(=O)c3c(CC(=O)O)cc(O)cc3o2)cc1 | 115 | 104 | 104 | 102 | 105 | 108 | 106 | 113
O=c1oc2c(cc1-c1ccccc1)c[n+]([O-])c1ccccc21 | 98 | 91 | 92 | 91 | 96 | 100 | 101 | 109
CCOC(=O)/C=c1\sc2n(c1=O)C1C(NN=2)N(CC)C(=O)N1c1ccccc1 (stereo unspecified) | 105 | 98 | 113 | 104 | 101 | 99 | . | 118
Brc1ccc(Nc2nnc(-c3c[nH]c4ccccc34)o2)cc1 | 88 | 83 | 89 | 93 | 94 | 103 | 86 | 97
c1ccc2c(c1)CCCC2c1cc2ccccc2s1 (stereo unspecified) | 86 | 104 | 83 | 89 | 103 | 96 | 90 | 106
COC1=C[C@@]23CCC(=O)N2CCc2cc4c(cc2[C@H]3[C@H]1OC(=O)[C@H](C)O)OCO4 | 95 | 104 | 100 | 99 | 116 | 99 | 100 | 110
COc1ccc2c(c1)c(C#N)cc[n+]2C | 91 | 93 | 103 | 97 | 102 | 112 | 93 | 125
COc1ccc(/C=N/NC(=O)c2cnn(CC(O)c3ccccc3)c2N)cc1OC (stereo unspecified) | 111 | 105 | 93 | 81 | 94 | 85 | 98 | 108
COc1ccc(C(=O)/C=C/c2ccc3c(c2)OCO3)cc1 | 78 | 94 | 88 | 80 | 94 | 89 | 94 | 111
CSc1nccc(=S)[nH]1 | 97 | 95 | 112 | 102 | 98 | 101 | 105 | 95
O=C(Nc1ccncn1)c1noc2ccccc12 | 104 | 87 | 100 | 90 | 109 | 99 | 100 | 106
CCN(CC)c1ccc2cc(C(=O)c3cccs3)c(=O)oc2c1 | 68&103 | 60&91 | 59&92 | 51&108 | 49&95 | 66&105 | 96 | 84
COc1cc2oc(-c3cccc(C(=O)Nc4ccc(Br)cc4)c3)cc(=O)c2c(OC)c1OC | 81 | 78 | 31 | 36 | 46 | 65 | -21* | 71

Random draw from the library. Share with any hit: about 11%.
